HEK293 cAMP ctrl – counter-screen for TSHR agonists: cAMP increase in parental HEK293. Potency, µM (top dose mostly 57.1 µM), inactives show top-dose activation, usual class: activators. actives 2.5% (n = 73,000). parental HEK293 CNG cAMP sensor, membrane potential fluorescence. AID 938; note: potency is the fitted concentration of half-maximal effect; % of control where 0% means no effect; nearly all actives have a fitted effect of over 55% in size
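Parental HEK 293 cells stably expressing a modified CNG channel (no TSHR) report cAMP rise as membrane depolarization. Membrane potential dye with 100 uM RO 20-1724 was loaded for 60 min at room temperature, then compound added for 30 min; fluorescence read at 590 nm.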
Ub-GFP proteasome – inhibits proteasome, raising ubiquitin-GFP reporter fluorescence | Potency, µM (series often up to 45.9 µM), for the others: at the highest dose activation (GFP accumulation), actives largely listed as activators | 67,000 tested, under 10 active | Ubiquitin-GFP reporter cells, proteasome inhibition, GFP fluorescence; response scale: untreated = 0%, 10 µM MG-132 = 100% | AID 526; active = well fitted activation curve with a large enough effect, not every such curve was filed as active; inconclusive = small, poorly fitted or top-dose-only effect, or another doubt; inactive = no such curve, though single readings can be large or run the other way; note: potency is the fitted concentration of half-maximal effect
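GFP accumulation read-out: laser plate cytometry counting ubiquitin(G76V)-GFP-expressing U2OS cells after 4 hr compound exposure at 37 °C. Titrations spanned 46 uM to 2.9 nM; 0% = basal, 100% = 10 uM MG-132; concentration-response curves fitted.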
Caspase-7 inhib – caspase-7 (human) inhibition, allosteric or competitive. P55210. recombinant caspase-7, Ac-DEVD-AFC fluorescence rate. Potency, µM (titrated, usually from 57.5 µM), for the others: at the highest dose activity change, negative = inhibition, usual class: inhibitors. actives 0.02% (n = 75,000); active = well fitted inhibition curve with a large enough effect in the main read-out, with a control signal flat, not every such curve was filed as active; inconclusive = small, poorly fitted or top-dose-only effect, or a change in a side signal; note: potency is the fitted concentration of half-maximal effect; % of control where 0% means no effect
4MU fluor – 4-MU region autofluorescence; AID 589; actives 11% (n = 59,000); compound autofluorescence, 340/450 nm, 4-MU equivalents; active compounds read high; max dye-equivalent concentration, M; in the data active = max dye-equivalent concentration above about 10 nM; inconclusive = mostly about 1.1 nM to 9.6 nM
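Intrinsic fluorescence at 340/450 nm (ex/em) was read after 15 min at room temperature in pH 8.0, 100 mM Tris. Each compound concentration expressed as 4-MU-equivalent concentration from a six-point 4-MU standard series on each plate.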
Casp1 inh – blocks human caspase-1 allosterically or competitively; P29466; Caspase-1 enzyme, Ac-WEHD-AFC fluorogenic rate; Potency, µM (titrated, usually from 57.5 µM), for the others: at the highest dose activity change, negative = inhibition, usual class: inhibitors; actives 0.03% (n = 75,000); AID 900;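 note: potency is the fitted concentration of half-maximal effect; plate controls were vehicle for no effect and no substrate for full effect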
BRCT PPI green – inhibitors of human BRCA1 BRCT-phosphoprotein interaction (green fluorophore) | Potency, µM (series often up to 76.9 µM), for the others: at the highest dose activity change, negative = inhibition, most hits filed as inhibitors | actives 0.05% (n = 75,000) | P38398 | BRCA1 BRCT-phosphopeptide binding, green fluorescence polarization;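 note: potency is the fitted concentration of half-maximal effect; plate controls were peptide without protein for full effect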
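Compounds were incubated for 12 min at room temperature with a complex of 100 nM fluorescein-tagged pBACH1 decapeptide and 250 nM His-tagged BRCT protein. Buffer was phosphate pH 7.3 with EDTA, DTT and Tween 20. Disruption of binding lowers the polarization signal.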
Fluorescein fluor – compound autofluorescence in fluorescein spectral region; Compound autofluorescence, 480/540 nm, fluorescein-equivalent; active compounds read high; max fluorescein-equivalent concentration, M; actives 0.91% (n = 59,000); AID 593; in the data active = max fluorescein-equivalent concentration above about 10 nM; inconclusive = between about 1.1 nM and that limit
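Autofluorescence profiling; 100 mM Tris, pH 8.0; incubation 15 min at RT; ex/em 480/540 nm; result as fluorescein-equivalent concentration.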
USP2a inh – inhibitors of human ubiquitin-specific protease USP2a. O75604. USP2a enzymatic assay, qHTS inhibition. Potency, µM (highest dose often 38.3 µM), without a hit: at the highest dose activity change, negative = inhibition, usual class: inhibitors. actives 0.1% (n = 60,000). AID 927;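 note: potency is the fitted concentration of half-maximal effect; nearly all actives have a fitted effect of over 60% in size; plate controls were DMSO for no effect and NEM full inhibition control for full effect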
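Inhibition is measured in a cell-free coupled assay with 20 nM USP2 core, 20 nM Ub-PLA2 and 20 uM NBD C6-HPC, 2.5 h incubation. Activity normalized to NEM control.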
A350 fluor – A350 region autofluorescence. Compound autofluorescence, 340/450 nm, Alexa 350 dye-equivalents; active compounds read high. max dye-equivalent concentration, M. actives 11% (n = 59,000); in the data active = max dye-equivalent concentration above about 10 nM; inconclusive = mostly about 1.1 nM to 9.6 nM
BRCT PPI red – inhibitors of human BRCA1 BRCT-phosphoprotein interaction (red fluorophore). P38398. BRCT-phosphopeptide binding, red fluorescence polarization. Potency, µM (top dose mostly 76.9 µM), inactives show at the highest dose activity change, negative = inhibition, most hits filed as inhibitors. actives 0.03% (n = 75,000); note: % is set by controls: 0 for no effect and ±100 for the full control effect
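Fluorescence polarization: 100 nM His-tagged BRCA1 BRCT with 100 nM TAMRA-labelled phospho-BACH1 decapeptide, phosphate buffer pH 7.3 with 150 mM NaCl, DTT, 0.01% Tween 20; 12 min RT. Binding inhibition seen as FP decrease.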
GFP derepression – epigenetic modulators derepressing GFP locus in mouse cells; mouse C127i GFP locus derepression, cytometry, 30 h; actives 0.09% (n = 68,000); AID 597; Potency, µM (titrated, usually from 46.1 µM), without a hit: at the top dose GFP derepression (activation); note: % of control where 0% means no effect
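Derepression screen: silenced CMV-GFP reporter in murine C127i cells, 30 h compound incubation at 37 C, washed cells imaged by laser-scanning cytometer to enumerate GFP-expressing objects of 20 to 120 um.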
* marks the source's active call; other numbers are inactive results; i = inactive; ? = inconclusive; · = not tested or not shown; [ ] = dose if it differs, or a comment. Unless noted, calls come from the whole dose curve; as a rule, active = well fitted curve in the direction sought with a large enough effect; inconclusive = small, poorly fitted or top-dose-only effect, or another doubt; inactive = no such curve, though single readings can be large; an effect the other way counts as inactive or inconclusive.

SMILES	HEK293 cAMP ctrl	Ub-GFP proteasome	Caspase-7 inhib	4MU fluor	Casp1 inh	BRCT PPI green	Fluorescein fluor	USP2a inh	A350 fluor	BRCT PPI red	GFP derepression
CCOC(=O)C(C)Sc1nnc(-c2ccccc2O)n1-c1ccc(C)cc1 (stereo not drawn)	20µM*	0.0%	-2.7%	i	0.3%	1.0%	i	5.8%	i	-1.9%	0.0%
CCCCCCN(C(=O)CCCCCN1C(=O)NC(c2ccc(C(F)(F)F)cc2)C(C(=O)OCc2ccccc2)=C1C)C(C(=O)NCCCC)c1ccc(OCC(=O)OC)c(C(=O)OC)c1 (stereo not drawn)	18.9%	·	-1.2%	·	2.1%	-0.6%	·	·	·	-1.7%	·
O=C(Cn1cnc2c(cnn2-c2ccccc2Cl)c1=O)N1CCc2ccccc21	-4.1%	-0.8%	0.9%	i	-1.4%	-0.7%	i	25.1%	i	0.3%	-0.3%
CC(C)CN(CC(C)C)S(=O)(=O)N1CCC(C(=O)NCCN2CCOCC2)CC1	10.1%	5.9%	1.8%	i	1.8%	0.0%	i	11.5%	?	0.4%	-1.4%
O=S(=O)(Nc1ccc2c(c1)OCO2)c1ccc(Br)s1	-0.1%	5.3%	1.9%	i	1.4%	-0.8%	?	24.1%	i	-5.1%	2.6%
CCn1c(C2CC(=O)N(Cc3ccccc3)C2)nc2ccccc21 (stereo not drawn)	9.7%	-2.9%	0.2%	·	3.1%	-1.1%	·	·	·	-0.8%	·
COc1cccc(C(=O)Nc2ccc(NC(=O)c3ccco3)nc2)c1	?	0.0%	0.1%	i	-0.2%	-1.4%	i	-1.0%	i	-1.6%	3.8%
O=C(CN1CCOCC1)Nc1cc(Cl)ccc1Cl	9.2%	10.0%	0.0%	·	1.2%	-0.3%	·	-1.9%	·	0.5%	2.5%
c1ccc2c(c1)NC1(CCCCC1)n1c-2nc2ccccc21	2.0%	·	-22.2%	2.12e-06M*	?	-1.0%	i	6.2%	2.95e-06M*	0.2%	-4.7%
COc1ccc(C(=O)COC(=O)c2ccco2)cc1	-12.1%	-5.4%	-0.7%	i	-0.2%	-1.9%	i	7.9%	i	0.3%	-2.0%
NC1=NCCN1CC(=O)O	·	·	-1.3%	·	4.9%	-1.8%[3.08 µM]	·	-1.4%	·	1.4%	·
CN(C)S(=O)(=O)N1CCN(S(=O)(=O)c2ccccc2)CC1	-1.3%	-11.2%	-0.2%	i	4.2%	-0.3%	i	-8.2%	i	-4.5%	-1.2%
CCCC/C=C/C(NC(=O)c1cccs1)c1ccccc1 (stereo not drawn)	?	·	-2.7%	·	-1.7%	0.0%	·	·	·	0.3%	·
CCOC(=O)C1(Nc2nccs2)Sc2ccccc2NC1=O (stereo not drawn)	7.4%	1.9%	0.4%	i	1.9%	1.7%	i	6.7%	i	0.8%	8.4%
CCOC(=O)c1sc(NC(=O)CSc2ncn[nH]2)c(C#N)c1C	-0.5%	15.8%	-0.6%	i	-1.6%	0.1%	i	3.3%	i	-0.8%	1.6%
CC(=O)OC[C@@H]1O[C@H](C/C=N\O[C@@H](C)CN2CCCCc3nc(C)c(C)cc32)C=C[C@@H]1OC(C)=O	?	·	-0.4%[11.5 µM]	·	-4.5%[11.5 µM]	-0.6%[15.4 µM]	·	·	·	2.1%[15.4 µM]	·
Cc1noc(C)c1C(=O)Nc1nc(C23CC4CC(CC(C4)C2)C3)cs1	3.9%	0.0%	-1.5%	i	-4.5%	1.1%	i	23.5%	?	0.1%	0.0%
C=CCSC1=N/C(=C\c2ccsc2)C(=O)S1	11.5%	?	-2.9%	·	-6.3%	0.8%	·	-8.6%	·	-0.2%	-3.7%
COc1cccc2c1C(=O)c1c(O)c3c(c(O)c1C2=O)C[C@@](O)(C(=O)CO)C[C@@H]3O[C@H]1C[C@H](N)[C@H](O)[C@H](C)O1	0.1%	·	-4.3%	i	-4.3%	9.7%	2.94e-07M*	·	i	10µM*	0.0%[20.6 µM]
O=C(OCN1C(=O)c2ccccc2C1=O)c1ccccc1	7.8%	2.3%	-0.4%	i	0.4%	-1.6%	?	2.6%	?	-0.7%	4.8%
CC1CCOC2(O1)C(=O)N(CN1CCN(c3ccccc3F)CC1)c1ccccc12 (stereo not drawn)	10.6%	-2.7%	-0.9%	i	1.5%	-0.6%	i	-3.2%	i	-1.0%	-0.2%
CCn1c(Cn2nnc(-c3ccccc3)n2)nnc1SCc1ccc(Cl)c(Cl)c1	20.3%	-7.5%	-18.0%	i	-0.1%	-0.8%	?	-29.5%	i	0.2%	0.0%
O=C(NCc1ccco1)c1cc2ccccc2o1	23.1%	10.1%	-1.1%	·	-3.2%	2.9%	·	47.9%[activator]	·	0.3%	0.0%
CC1Cc2ccccc2N1C(=O)CSc1nnc(CNc2ccccc2)o1 (stereo not drawn)	-19.5%	-0.4%	1.4%	i	1.1%	-1.6%	i	9.8%	i	1.1%	0.0%
Cc1ccc(N2CCCCn3c2nc2c3c(=O)n(CC(=O)O)c(=O)n2C)cc1	7.6%	·	0.2%	?	-0.5%	0.5%	i	5.1%	?	-0.9%	2.1%
COc1ccccc1CNc1nc(-c2ccc3c(c2)OCO3)nc2ccccc12	9.3%	-3.3%	-4.6%	i	-4.5%	3.1%	i	?	i	-0.2%	-3.2%[9.22 µM]
Cc1oc(-c2ccc(Cl)cc2)nc1CN1CCC(C(=O)NCc2ccco2)CC1	4.7%	3.6%	0.7%	i	-1.4%	2.8%	?	15.2%	i	-0.3%	0.0%
COc1ccc(OC)c(S(=O)(=O)Nc2ccccc2C)c1	1.1%	0.0%	0.7%	i	0.5%	3.1%	i	5.1%	i	-0.6%	0.0%
COc1cc(/C=C/c2ccccc2)oc(=O)c1	25.6%	·	-0.8%	·	-2.1%	-0.6%	·	·	·	-4.8%	·
O=C(Nc1cccc(F)c1)N1CCC2(CC1)CCN(C(=O)c1cnccn1)CC2	-6.6%	4.5%	0.5%	i	-3.0%	-0.2%	?	6.7%	i	0.3%	?

Profiles, looked up by structure. Order of values: HEK293 cAMP ctrl | Ub-GFP proteasome | Caspase-7 inhib | 4MU fluor | Casp1 inh | BRCT PPI green | Fluorescein fluor | USP2a inh | A350 fluor | BRCT PPI red | GFP derepression
CC(=O)OC[C@@H]1O[C@H](C/C=N\O[C@@H](C)CN2CCCCc3nc(C)c(C)cc32)C=C[C@@H]1OC(C)=O in the list: ? | · | -0.4%[11.5 µM] | · | -4.5%[11.5 µM] | -0.6%[15.4 µM] | · | · | · | 2.1%[15.4 µM] | ·
CCn1c(Cn2nnc(-c3ccccc3)n2)nnc1SCc1ccc(Cl)c(Cl)c1 in the list: 20.3% | -7.5% | -18.0% | i | -0.1% | -0.8% | ? | -29.5% | i | 0.2% | 0.0%
O=C(Nc1cccc(F)c1)N1CCC2(CC1)CCN(C(=O)c1cnccn1)CC2 in the list: -6.6% | 4.5% | 0.5% | i | -3.0% | -0.2% | ? | 6.7% | i | 0.3% | ?
COc1cc(/C=C/c2ccccc2)oc(=O)c1 in the list: 25.6% | · | -0.8% | · | -2.1% | -0.6% | · | · | · | -4.8% | ·

Next section
SMILES	HEK293 cAMP ctrl	Ub-GFP proteasome	Caspase-7 inhib	4MU fluor	Casp1 inh	BRCT PPI green	Fluorescein fluor	USP2a inh	A350 fluor	BRCT PPI red	GFP derepression
CCOC(=O)c1c(C)n(CCO)c2ccc(O)cc12	3.1%	3.4%	1.2%	i	-0.9%	-1.7%	i	1.8%	i	1.4%	2.7%
Cc1nn(-c2cc(N3CCOCC3)ccc2N)c(=O)c2ccccc12	10.3%	13.2%	-1.6%	i	1.2%	-2.0%	i	1.1%	i	1.5%	0.0%
CCCc1nnc(SCCSc2nnc(CCC)n2N)n1N	2.9%	1.3%	-0.7%	i	-0.1%	-4.6%	?	-5.8%	i	-0.8%	2.6%
Cc1nc2ccc(S(=O)(=O)NCC(=O)O)cc2s1	4.2%	-5.8%	-0.6%	i	1.2%	-2.9%	i	-2.2%	i	-0.3%	1.0%
COC(=O)C(C(=O)N1CCN(C)CC1)C1CCCCCC1 (stereo not drawn)	9.6%	3.0%	-3.5%	i	0.3%	-1.4%	?	-6.9%	i	0.2%	1.6%
CCOC(=O)N1CCN(C(=O)CN(c2ccccc2OC)S(=O)(=O)c2ccc(C)cc2)CC1	8.3%	·	1.2%	·	-1.2%	-8.5%	·	·	·	-0.6%	·
O=C(Oc1ccc2c(c1)OCO2)c1cc2c(s1)CCC2	-2.2%	-1.6%	-13.2%	i	-4.5%	-11.3%	i	-2.7%	i	-17.5%	0.0%
Cc1nc2nc(Cc3ccccc3)[nH]n2c(=O)c1Cc1ccccc1	3.1%	-1.1%	-0.8%	i	0.3%	0.6%	i	-3.7%	i	-0.7%	6.5%
CNc1cc(C)nc(-n2nc(C)cc2C)n1	13.6%	6.0%	-1.8%	?	1.8%	-0.5%	?	12.4%	?	0.1%	?
CC(C)C(NC(=O)C1CCCCC1)C(=O)Nc1ccccn1 (stereo not drawn)	15.2%	8.8%	-1.1%	i	-0.4%	-2.4%	i	-0.6%	i	1.4%	0.0%

Source: PubChem (National Center for Advancing Translational Sciences (NCATS))

Not all compounds are listed; rates above refer to the full screens.
